Compound activity from PubChem BioAssay.
ERG-DNA inh: qHTS for Small Molecule Inhibitors of the ERG Ets/DNA interaction; Transcriptional regulator ERG (Homo sapiens), P11308; fluorescence polarization, His-ERG Ets domain / labelled DNA; Potency, µM (series often up to 76.9 µM), for the others: at the highest dose FP activity, negative = inhibition, hits mostly inhibitors; 370,000 compounds, 0.028% hits; active = well fitted inhibition curve with a large enough effect in the polarisation, with a control signal flat; inconclusive = small, poorly fitted or top-dose-only effect, or effect the other way, or a change in a side signal; inactive = no such curve, though single readings can be large or run the other way; the % refers to the polarisation;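 also: polarization taken with two DNA probes labelled with fluorescein and Texas red; potency is read from the fitted curve at half-maximal effect; % of control where 0% means no effect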
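His-tagged ERG Ets domain (1 uM in the protein solution; 300mM KCl, 50mM Tris-HCl, 1mM EDTA, 1mM DTT, pH 7.5) received compound, then a probe mix of 5 nM fluorescein-DNA and 100nM Texas-615-DNA. Fluorescence polarization was read for both dyes.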
ALOX12 inh: Primary qHTS assay for inhibitors of human arachidonate 12S-lipoxygenase (ALOX12): Round 2 | Polyunsaturated fatty acid lipoxygenase ALOX12 (Homo sapiens), P18054 | purified 12hLO, xylenol orange hydroperoxide absorbance | Potency, µM (titrated, usually from 108 µM), inactives show top-dose activity change, negative = inhibition, hits mostly inhibitors | 580,000 compounds, 1.1% hits | AID 1671190, 2021; also: potency is read from the fitted curve at half-maximal effect; % is scaled to controls: 0 for no effect and ±100 for the full control effect
Target sequence (P18054 whole entry, looked up): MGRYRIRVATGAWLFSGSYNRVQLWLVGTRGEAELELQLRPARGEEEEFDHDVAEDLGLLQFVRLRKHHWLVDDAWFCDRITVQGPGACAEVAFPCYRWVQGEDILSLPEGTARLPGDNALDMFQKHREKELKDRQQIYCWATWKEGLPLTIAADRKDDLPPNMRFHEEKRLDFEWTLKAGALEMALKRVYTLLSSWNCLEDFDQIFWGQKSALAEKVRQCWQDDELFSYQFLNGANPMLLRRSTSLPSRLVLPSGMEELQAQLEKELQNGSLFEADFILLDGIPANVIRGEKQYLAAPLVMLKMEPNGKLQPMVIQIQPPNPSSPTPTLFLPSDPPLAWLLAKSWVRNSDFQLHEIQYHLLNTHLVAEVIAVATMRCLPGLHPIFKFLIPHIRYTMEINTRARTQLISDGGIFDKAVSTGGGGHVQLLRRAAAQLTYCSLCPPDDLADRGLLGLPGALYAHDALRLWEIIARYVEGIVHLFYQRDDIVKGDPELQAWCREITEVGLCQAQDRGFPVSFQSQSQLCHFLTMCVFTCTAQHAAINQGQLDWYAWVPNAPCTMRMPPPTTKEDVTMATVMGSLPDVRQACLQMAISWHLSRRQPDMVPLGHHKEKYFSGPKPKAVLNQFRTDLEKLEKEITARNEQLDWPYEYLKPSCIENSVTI
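Purified human 12hLO (150 nM final) in 25 mM Hepes, 0.01% Triton X-100, pH 7.0 was preincubated 15 min at room temperature with compound. Then 40 uM arachidonic acid was added, 30 min. Hydroperoxide was read by Fe-XO absorbance ratio 573/405 nm.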
Anesthetic bind: qHTS Assay for Identification of Novel General Anesthetics | 350,000 compounds, 0.074% hits | AID 485281, 2010 | Ferritin light chain (Equus caballus), P02791 | apoferritin/1-aminoanthracene competitive binding, fluorescence | Potency, µM (series often up to 77.5 µM), for the others: top-dose activity change, negative = displacement, hits mostly inhibitors; also: potency is read from the fitted curve at half-maximal effect; % is scaled to controls: 0 for no effect and ±100 for the full control effect; nearly all actives have a fitted effect of over 20% in size
Target sequence (P02791 2-175 limits assumed): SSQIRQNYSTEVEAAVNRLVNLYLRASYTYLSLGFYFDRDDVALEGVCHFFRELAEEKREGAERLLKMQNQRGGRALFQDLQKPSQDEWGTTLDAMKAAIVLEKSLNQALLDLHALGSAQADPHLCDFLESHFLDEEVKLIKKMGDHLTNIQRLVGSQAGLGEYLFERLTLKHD
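Apoferritin-based anesthetic binding model; compound displacement of fluorescent 1-AMA measured as endpoint fluorescence after 10 minutes at room temperature, scaled to free-ligand and complex controls.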
Pol kappa inh: qHTS for Inhibitors of Polymerase Kappa | DNA polymerase kappa (Homo sapiens), Q9UBT6 | purified Pol kappa, fluorescent DNA synthesis assay, 10 min | Potency, µM (titrated, usually from 107 µM), inactives show at the top dose activity, negative = inhibition, hits mostly inhibitors | 400,000 compounds, 0.53% hits | AID 588579, 2011; also: potency is read from the fitted curve at half-maximal effect; % is scaled to controls: 0 for no effect and ±100 for the full control effect
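Here, compound and 10 nM enzyme are combined for 15 min at room temperature; adding 50 nM substrate (final) starts DNA synthesis, tracked by fluorescence at 0 and 10 min against buffer-only wells.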
POLH inh: qHTS for Inhibitors of Polymerase Eta | DNA polymerase eta (Homo sapiens), Q9Y253 | recombinant Pol eta, fluorescent DNA replication assay | Potency, µM (highest dose often 114 µM), without a hit: top-dose activity change, negative = inhibition, hits mostly inhibitors | 390,000 compounds, 1.2% hits; also: potency is read from the fitted curve at half-maximal effect; % is scaled to controls: 0 for no effect and ±100 for the full control effect
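Pol eta (10 nM) was preincubated with compounds for 15 min at room temperature, after which fluorescent replication substrate (50 nM final) was added to start the reaction. Fluorescence was read kinetically at 0 and 10 min.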
LDHA block: qHTS assay for inhibitors of human lactate dehydrogenase | L-lactate dehydrogenase A chain (Homo sapiens), P00338 | purified LDHA, NADH/diaphorase-resazurin fluorescence; stronger effect = lower value | activity change, % (values are at about 110 or 230 µM) | 480,000 compounds, 0.15% hits; in the data active = activity change below about -30%; inconclusive = mostly about -25% to -30%;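 also: plate controls were DMSO wells for no effect and wells without enzyme for full effect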
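Remaining NADH was detected by diaphorase (0.133 mg/mL) converting 37 µM resazurin to fluorescent resorufin, read at 0 and 20 minutes. The preceding 5-minute room-temperature reaction used 2 nM LDHA, 0.2 mM sodium pyruvate and 0.06 mM NADH at pH 7.4.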
POLB inh: qHTS Assay for Inhibitors of DNA Polymerase Beta | Pol beta primer extension/strand displacement, fluorescence kinetic | Potency, µM (doses to about 114 µM), for the others: at the highest dose activity change, negative = inhibition, hits mostly inhibitors | 340,000 compounds, 1.3% hits; also: potency is read from the fitted curve at half-maximal effect; % is scaled to controls: 0 for no effect and ±100 for the full control effect
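Homogeneous kinetic assay of primer extension and strand displacement by 10 nM Pol beta, preincubated 15 min at room temperature with compound before 50 nM substrate (final) was added. Read at 0 and 10 min; four-parameter Hill fit.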
RGS4 inh: Inhibitors of Regulator of G Protein Signaling (RGS) 4: qHTS | Transcreener GDP fluorescence polarization, RGS4-accelerated GTP hydrolysis | Potency, µM (titrated, usually from 114 µM), without a hit: at the top dose activity change, negative = inhibition, usual class: inhibitors | 390,000 compounds, 0.039% hits | AID 504845, 2011; also: potency is read from the fitted curve at half-maximal effect; % is scaled to controls: 0 for no effect and ±100 for the full control effect; nearly all actives have a fitted effect of over 75% in size; some results filed as inactive show a strong effect at the top dose
Target sequence (P49798 whole entry, looked up): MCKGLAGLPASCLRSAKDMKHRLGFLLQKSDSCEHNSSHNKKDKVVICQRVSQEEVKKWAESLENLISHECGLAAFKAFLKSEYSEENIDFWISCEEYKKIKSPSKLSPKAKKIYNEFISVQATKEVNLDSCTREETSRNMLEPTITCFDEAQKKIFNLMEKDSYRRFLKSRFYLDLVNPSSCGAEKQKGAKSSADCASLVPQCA
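MLSMR compounds (23 nl, pin-transferred) preincubated 10 min at room temperature with a 500nM (2x) first reagent, then RGS4 at 900nM (2x) plus Transcreener GDP mix added; fluorescence polarization (620/688 nm) read before and after 90 min at 30 °C.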
APE1 inh: qHTS Assay for Inhibitors of the Human Apurinic/apyrimidinic Endonuclease 1 (APE1); Potency, µM (doses to about 65.8 µM), inactives show at the top dose activity change, negative = inhibition, usual class: inhibitors; DNA repair nuclease/redox regulator APEX1 (Homo sapiens), P27695; recombinant APE1, TAMRA/BHQ-2 abasic DNA cleavage fluorescence; 350,000 compounds, 0.35% hits;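 also: potency is read from the fitted curve at half-maximal effect; plate controls were vehicle for no effect and reference inhibitor for full effect; nearly all actives have a fitted effect of over 55% in size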
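Compound pre-exposure to 0.75 nM APE1, 15 min at ambient temperature. Reaction initiated with 50 nM TAMRA/BHQ-2 THF substrate, read immediately in kinetic mode, 525 nm excitation, 598 nm emission.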
Active calls of the source: *; & = joins results of further samples; [ ] = remark or other dose. Unless noted, calls follow the shape of the dose curve; as a rule, active = well fitted curve in the direction sought with a large enough effect; inconclusive = small, poorly fitted or top-dose-only effect, or another doubt; inactive = no such curve, though single readings can be large; an effect the other way counts as inactive or inconclusive. Some of the compounds tested; count on the stated rates, not on these rows.

For CC(=O)c1c(C)[nH]c(C(=O)OC2CCOC2=O)c1C (centres undefined) the results were ERG-DNA inh 1%, ALOX12 inh 30%[activator], Anesthetic bind 4%, Pol kappa inh 1%, POLH inh -13%, LDHA block -1, POLB inh 5%, RGS4 inh -33%[56.9 µM] and APE1 inh 0%.
For COc1ccc(N(C)C(=O)CCC(=O)Nc2ccc3nc(N4CCOCC4)cc(C)c3c2)c(OC)c1 the results were ERG-DNA inh 0%, ALOX12 inh 0%, Anesthetic bind -5%, Pol kappa inh -7%, POLH inh -10%, LDHA block 10, POLB inh 7%, RGS4 inh 21% and APE1 inh -4%.
`S=c1[nH]nc(CCCc2n[nH]c(=S)o2)o1` gave ERG-DNA inh 17%, ALOX12 inh 0%, Anesthetic bind 5%, Pol kappa inh -12%, POLH inh 3%, LDHA block -5, POLB inh 3%, RGS4 inh -52% and APE1 inh 5%.
CCOc1ccccc1N1C(=O)c2ccc(C(=O)Nc3cccnc3)cc2C1=O was read as ERG-DNA inh -3%, ALOX12 inh -3%, Anesthetic bind -8%, Pol kappa inh -29%, POLH inh -20%, LDHA block -4, POLB inh -6%, RGS4 inh -14% and APE1 inh 10%.
Screening N#Cc1cccc(C(=O)Nc2ccc(S(=O)(=O)Nc3nccs3)cc2)c1 returned ERG-DNA inh -5%, ALOX12 inh -20%, Pol kappa inh -13%, POLH inh -1%, LDHA block -2, RGS4 inh 12% and APE1 inh -4%.
CCc1nc2ccccc2c(C(=O)NCc2ccccc2)c1C was read as ERG-DNA inh inconclusive, ALOX12 inh 12%, Anesthetic bind -8%, Pol kappa inh -8%, POLH inh -17%, LDHA block -7, POLB inh 1%, RGS4 inh 1% and APE1 inh inconclusive.
O=C(/C=C/c1ccc(Cl)cc1)NC(=S)Nc1ccc(CN2CCOCC2)cc1 was read as ERG-DNA inh -3%, ALOX12 inh -4%, Anesthetic bind -6%, Pol kappa inh 2%, POLH inh -22%, LDHA block -8, POLB inh 4%, RGS4 inh -15% and APE1 inh 4%.
`O=C(Nc1ccnn1C1CCN(C/C=C/c2ccccc2)CC1)c1cccc(F)c1` gave ERG-DNA inh 4%, ALOX12 inh inconclusive, Anesthetic bind -15%, Pol kappa inh -3%, POLH inh -22%, LDHA block -2, POLB inh -14%, RGS4 inh -9% and APE1 inh -22%.
Screening COc1ccc(OC)c(/C=C/C(=O)Nc2ccc(C(=O)OCCC(C)C)cc2)c1 returned ERG-DNA inh 1%, ALOX12 inh inconclusive, Anesthetic bind 156%[activator], Pol kappa inh -19%, LDHA block 13&1, POLB inh -3% and RGS4 inh 5%.
C=CCSc1ncccc1C(=O)NCCc1ccccc1 was read as ERG-DNA inh 3%, ALOX12 inh inconclusive, Anesthetic bind -10%, Pol kappa inh 3%, POLH inh -13%, LDHA block -7, POLB inh 11%, RGS4 inh 4% and APE1 inh 2%.
Screening Cc1ccc(S(=O)(=O)NC(=NCC(=O)O)c2ccccc2)cc1 returned ERG-DNA inh 7%, ALOX12 inh 0%, Anesthetic bind -15%, Pol kappa inh -5%, POLH inh -9%, LDHA block -9, POLB inh 19%, RGS4 inh 19% and APE1 inh -1%.
Screening O=C(O)CCN(CCC(=O)O)c1nnc(SCc2ccccc2)s1 returned ERG-DNA inh 1%, ALOX12 inh 0%[57.4 µM], Anesthetic bind 0%, Pol kappa inh -4%, POLH inh 2%, LDHA block -7, POLB inh 10%, RGS4 inh 23% and APE1 inh inconclusive.
For NC(=O)C1CCN(CC(=O)Nc2nccs2)CC1 the results were ERG-DNA inh -3%, ALOX12 inh inconclusive, Anesthetic bind -7%, Pol kappa inh -10%, POLH inh -9%, LDHA block -8, POLB inh -3%, RGS4 inh -2% and APE1 inh 3%.
`CN(C)C(=O)c1cc(C(=O)c2ccc(C(F)(F)F)cc2F)c[nH]1` gave ERG-DNA inh 0%, ALOX12 inh -9%, Anesthetic bind 2%, Pol kappa inh -8%, POLH inh -2%, LDHA block -11, POLB inh 8%, RGS4 inh 6% and APE1 inh 8%.
For Cc1ccc(-c2[nH]ncc2CN2CCN(C(=O)c3cccs3)CC2)cc1C the results were ERG-DNA inh -10%, ALOX12 inh 0%, Anesthetic bind -16%, Pol kappa inh -18%, POLH inh -5%, LDHA block -1, POLB inh 42%, RGS4 inh -1% and APE1 inh -3%.
C=CCn1c(C2CC2)n[nH]c1=S was read as ERG-DNA inh 2%, ALOX12 inh inconclusive, Anesthetic bind -15%, Pol kappa inh -8%, POLH inh -14%, LDHA block -14, POLB inh -1%, RGS4 inh -1%[56.9 µM] and APE1 inh 0%.
O=C(NCCC1=CCCCC1)c1cccc(S(=O)(=O)N2CCCCC2)c1 was read as ERG-DNA inh -4%, ALOX12 inh -4%, Pol kappa inh -9%, POLH inh -15%, LDHA block -1, RGS4 inh -3% and APE1 inh -17%.
`Cc1oc(-c2ccccc2F)nc1CS(=O)(=O)CC(=O)NCCCN1CC(C)CC(C)C1` (centres undefined) gave ERG-DNA inh 5%, ALOX12 inh -2%, Anesthetic bind -9%, Pol kappa inh -4%, POLH inh -5%, LDHA block -3, POLB inh 7%, RGS4 inh 27% and APE1 inh -7%.
Screening Cc1cc(C(=O)Nc2c(C)nn(Cc3ccc(F)cc3)c2C)no1 returned ERG-DNA inh -1%, ALOX12 inh 11%, Anesthetic bind 1%, Pol kappa inh 6%, POLH inh -10%, LDHA block 2, POLB inh 3% and RGS4 inh -14%.
`CCCCOC(=O)Cn1c2ccc(OC)cc2c2nc3ccccc3nc21` gave ERG-DNA inh 5%, ALOX12 inh inconclusive, Anesthetic bind -9%, Pol kappa inh -9%, POLH inh inconclusive, LDHA block -3, POLB inh 3%, RGS4 inh -4% and APE1 inh 12%.
Screening CC1CN(S(=O)(=O)c2cn(C)c(=O)n(C)c2=O)CC(C)O1 (centres undefined) returned ERG-DNA inh 5%, ALOX12 inh 22%, Anesthetic bind -14%, Pol kappa inh -12%, POLH inh -5%, LDHA block -3, POLB inh -9%, RGS4 inh 8% and APE1 inh inconclusive.
For Cc1cc(C)c2oc(-c3cccc(NC(=O)c4ccc(Br)o4)c3)nc2c1 the results were ERG-DNA inh -3%, ALOX12 inh -21%, Anesthetic bind -2%, Pol kappa inh -9%, POLH inh -1%, LDHA block -1, POLB inh 1% and RGS4 inh 30%.
Screening O=C1c2[nH]nc(-c3ccccc3O)c2C(c2cccc(Cl)c2)N1Cc1ccco1 (centres undefined) returned ERG-DNA inh 0%, ALOX12 inh -4%, Anesthetic bind -16%, Pol kappa inh -14%, POLH inh -13%, LDHA block 5, POLB inh 2%, RGS4 inh -7% and APE1 inh -4%.
`COc1ccc2c(c1)c(C(=O)CN1CCN(c3ccccc3)CC1)c(C)n2C` gave ERG-DNA inh -7%, Anesthetic bind -18%, Pol kappa inh 0%, POLH inh inconclusive, LDHA block -2, POLB inh -19%, RGS4 inh 12% and APE1 inh 3%.
Cc1ccc(S(=O)(=O)C(CNC(=O)C(=O)NCc2ccc(Cl)cc2)c2cccs2)cc1 (centres undefined) was read as ERG-DNA inh -6%, ALOX12 inh -28%, Anesthetic bind -4%, Pol kappa inh -13%[60.1 µM], POLH inh -1%, LDHA block -10, POLB inh 26% and RGS4 inh 11%.
O=C(N/C(=C\c1ccccc1)C(=O)N1CCCCC1)c1ccco1 was read as ERG-DNA inh -2%, ALOX12 inh -7%, Anesthetic bind -6%, Pol kappa inh 3%, POLH inh -16%, LDHA block -8, POLB inh 36%, RGS4 inh 12% and APE1 inh 1%.
`C(=N\Nc1nc2ccccc2[nH]1)/C1CCCCC1` gave ERG-DNA inh 10%, ALOX12 inh 34%[activator], Anesthetic bind -11%, Pol kappa inh 0%, POLH inh -8%, LDHA block -5, POLB inh 14%, RGS4 inh -25% and APE1 inh -10%.
Screening CCn1cc(C(=O)NCCCN(CC(C)C)CC(C)C)c(=O)c2cc(S(=O)(=O)N3CCOCC3)ccc21 returned ERG-DNA inh -16%, ALOX12 inh 7%, Anesthetic bind -7%, Pol kappa inh 3%, POLH inh -7%, LDHA block -2, POLB inh 0%, RGS4 inh -15% and APE1 inh -15%.
`O=C(c1ccccc1)c1ccc(OCCO)cc1` gave ERG-DNA inh -2%, ALOX12 inh -4%, Anesthetic bind -8%, Pol kappa inh -4%, POLH inh -6%, LDHA block -1, POLB inh 1%, RGS4 inh 10% and APE1 inh 0%.
